KLK7 zymogen act – proKLK7 (human) activation, primary screen. P49862. purified proKLK7, EDANS-DABCYL substrate fluorescence; 100% is mature enzyme control, 0% vehicle. activation, % at 7 µM. 370,000 compounds, 0.9% hits. AID 652039;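 active = activation above the mean of all tested compounds plus 3 SD, computed per campaign excluding outliers beyond control limits, cut at about 13% in these data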
ASAP1 inh – ASAP1 ArfGAP inhibition | Q9ULH1 | ASAP1-stimulated ARF1 GTP hydrolysis, GDP FP detection | inhibition, % at 16.5 µM | 360,000 compounds, 0.19% hits | AID 624377; in the data active = inhibition above about 25%;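 note: 0% = vehicle with enzyme and substrate and 100% = no enzyme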
Target sequence (Q9ULH1 325-724 limits assumed): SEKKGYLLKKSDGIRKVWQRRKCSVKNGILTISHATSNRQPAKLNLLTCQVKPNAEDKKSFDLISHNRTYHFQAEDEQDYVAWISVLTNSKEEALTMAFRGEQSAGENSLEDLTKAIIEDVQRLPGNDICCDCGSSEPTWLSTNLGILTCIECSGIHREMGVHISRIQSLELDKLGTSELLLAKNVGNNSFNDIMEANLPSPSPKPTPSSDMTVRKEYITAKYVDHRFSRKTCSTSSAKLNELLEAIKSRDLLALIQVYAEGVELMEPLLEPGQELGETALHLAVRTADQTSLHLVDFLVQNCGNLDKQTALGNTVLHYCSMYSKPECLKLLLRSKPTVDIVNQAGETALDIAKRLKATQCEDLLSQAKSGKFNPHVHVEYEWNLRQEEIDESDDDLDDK
sPLA2-III inh – Inhibits HGIII-sPLA2 liposome hydrolysis, primary screen; 370,000 compounds, 0.56% hits; Q9NZ20; inhibition, % at 12.2 µM; QFRET BODIPY PC-A2 liposome hydrolysis, fluorescence;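 active = inhibition above mean plus 3 SD of compounds lying within the high and low control bounds, cut at about 19% in these data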;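 note: 0% = median of test compound wells and 100% = no enzyme DMSO wells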
PLCg1 inh – inhibitors of human phospholipase C gamma1; P19174; purified PLC-gamma1, fluorogenic substrate, fluorescence; inhibition, % at 12.2 µM; 370,000 compounds, 0.84% hits; AID 720700; in the data active = inhibition above about 9.5%
Tn6 DDE FP – inhibitors of Tn6 peptide binding to human fibrin DD(E) | Fibrin DD(E) TRITC-Tn6 fluorescence polarization displacement | inhibition, % at 8.3 µM | 370,000 compounds, 0.21% hits;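 active = inhibition above a per-campaign cutoff: mean of compounds within control limits plus 3 SD, cut at about 15% in these data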;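 note: 0% = median of all compound wells on the plate and 100% = blocking peptide control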
Tn7 DDE FP – disrupts Tn7 cyclic peptide binding to fibrin D-Dimer-E complex; P02675; FP displacement of FITC-Tn7 peptide from fibrin DD(E); 0% = median of compound wells per plate; inhibition, % at 8.3 µM; 370,000 compounds, 0.13% hits;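 active = inhibition above the mean of compounds falling within the control limits plus 3 SD of them, cut at about 14% in these data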;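 note: 0% = plate median of compound wells and 100% = 10 µM Aha-Tn7 peptide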
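Assay system: Human fibrin DD(E) protein | Medium: Tris buffer with calcium and detergent, pH 7.8 | Reagent: 0.1 µM fluorescent Tn7 | Compound dosing: Single point at 8.3 µM | Times: 10 min preincubation, 3 h with tracer, room temperature | Detection: Fluorescence polarization of the labelled Tn7 tracer | Controls: Aha-Tn7 high control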
PLC-beta3 inh – inhibitors of human phospholipase C beta3; Purified PLC-beta3, fluorogenic substrate, fluorescence; inhibition, % at 12.2 µM; 370,000 compounds, 0.18% hits; AID 720704; in the data active = inhibition above about 11%;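 note: 0% = median of compound wells on plate and 100% = full blocker control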
ARFGAP1 inhibitor – inhibitors of rat ARFGAP1 | Arfgap1-stimulated ARF1 GTP hydrolysis, GDP FP detection | AID 651572 | inhibition, % at 16.5 µM | Q62848 | 360,000 compounds, 0.26% hits;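 active = inhibition above a per-plate limit, mean inhibition of low control wells plus 3 SD, cut at about 25% in these data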;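 note: 0% = DMSO wells with enzyme and 100% = wells lacking Arfgap1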
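Material – truncated rat Arfgap1 GAP domain · Buffer or medium – HEPES-based buffer, pH 7.5 · Reagent – human ARF1(Δ1-17)-GTP substrate · Dosing – 16.5 µM single point, 1.26% DMSO · Schedule – GTP hydrolysis reaction 2 h at 25 °C · Technique – GDP detection by fluorescence polarization · Benchmarks – No-Arfgap1 wells (100%) versus DMSO full-reaction wells (0%) · Repeats – single replicate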
UHRF1 binding – blocks human UHRF1 binding to methylated DNA; Q96T88; UHRF1 binding to methylated oligo, TR-FRET; inhibition, % at 4.4 µM; 370,000 compounds, 0.75% hits; AID 687016; in the data active = inhibition above about 21%;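 note: UHRF1 SRA domain binding a hemimethylated CpG hairpin DNA probe; 0% = median of test compound wells and 100% = reference inhibitor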
Rev-erbA mod – modulates human Rev-erb alpha binding to DNA; P20393; Rev-erbα–FITC-DNA binding, fluorescence polarization, 90 min; activity, % at 10 µM; 370,000 compounds, 0.79% hits; AID 1259318;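 active = activity above about 14%, limit read from the data; passing the limit was not always enough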;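 note: 0% = DMSO wells with 35 nM protein and 100% = DMSO wells with 750 nM protein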
Target sequence (P20393 whole entry, looked up): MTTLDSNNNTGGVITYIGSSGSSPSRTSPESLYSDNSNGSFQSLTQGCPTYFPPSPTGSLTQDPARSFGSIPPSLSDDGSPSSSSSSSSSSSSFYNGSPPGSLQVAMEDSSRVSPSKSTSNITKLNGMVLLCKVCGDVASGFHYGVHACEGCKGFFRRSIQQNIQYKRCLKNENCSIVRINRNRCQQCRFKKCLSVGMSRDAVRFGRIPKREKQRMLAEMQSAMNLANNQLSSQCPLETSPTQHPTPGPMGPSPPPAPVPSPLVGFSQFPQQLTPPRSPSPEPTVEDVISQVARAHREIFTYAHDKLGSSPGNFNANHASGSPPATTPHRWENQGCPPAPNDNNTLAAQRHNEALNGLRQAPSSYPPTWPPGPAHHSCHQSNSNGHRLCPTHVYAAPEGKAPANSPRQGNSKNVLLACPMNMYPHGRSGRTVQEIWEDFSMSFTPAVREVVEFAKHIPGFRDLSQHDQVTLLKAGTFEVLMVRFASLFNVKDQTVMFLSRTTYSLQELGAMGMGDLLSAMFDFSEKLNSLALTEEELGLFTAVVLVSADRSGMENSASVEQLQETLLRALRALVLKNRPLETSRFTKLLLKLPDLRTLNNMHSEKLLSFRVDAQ
Starred values were filed as active, the others as inactive; i = inactive; · = no result given.

The line under a structure holds: KLK7 zymogen act, ASAP1 inh, sPLA2-III inh, PLCg1 inh, Tn6 DDE FP, Tn7 DDE FP, PLC-beta3 inh, ARFGAP1 inhibitor, UHRF1 binding, Rev-erbA mod
COc1ccccc1CCNC(=O)C1CCN(c2nc(C)cc(C)n2)CC1
  -0.7, ·, 0, 0, 2, -7, 1, ·, 3, 2
COc1ccc(OC)c(NC(=O)Nc2c(O)ccc3ccccc23)c1
  -4.1, -3, -64, -24, -4, 6, -29, -11, -4, -8
O=C(N/N=C/c1cc([N+](=O)[O-])ccc1O)c1ccc(COc2ccc3c(c2)CCC3)o1
  -1.0, 5, 9, 2, -5, -2, -5, 4, 2, 4
CCC(=O)N1CCc2cc(Br)cc(S(=O)(=O)NCc3ccccc3OC)c21
  -0.2, -16, 2, -2, 9, 0, -7, 5, -2, 1
O=C(NC1CCCCC1)c1cc(C2CC2)nn1-c1ccccc1
  -0.6, -14, -1, 3, -4, -7, -6, 4, 0, -3
Cc1ccc(NC(=O)C(OC(=O)c2ccc(NC(N)=O)cc2)c2ccccc2)cc1Cl (stereo unspecified)
  0.3, 28*, -19, 5, 34*, 0, 2, 11, 2, -2
COc1ccccc1NS(=O)(=O)c1cc2c3c(c1)CC(=O)N3CCC2
  -0.3, -2, -23, -1, 6, 4, -9, -1, 2, 3
O=C(Nc1ccc(N2CCOCC2)cc1)c1ccc(S(=O)(=O)N2CCCCC2)cc1
  -0.3, 3, 1, -1, 0, 0, 4, -4, -5, 0
Cc1ccc(C)c(NC(=O)C2CCCN2C(=O)NC2CCCCC2)c1 (stereo unspecified)
  -0.5, -7, 2, 0, 0, -4, 3, 6, 3, -4
CCC(=O)c1ccc(OCC(=O)OCC(=O)N(C)CC(=O)Nc2ccc(F)cc2)cc1
  0.0, 5, -6, 1, 2, -9, -3, 7, 2, 8
Cc1cc(CSc2nc(C)cc(=O)[nH]2)c2ncccc2c1
  -0.2, 6, -9, -2, -3, -5, -1, 9, -2, -2
CC(C)CC1C(=O)N(Cc2cn(CC3CCCCC3)nn2)CCS(=O)(=O)N1Cc1ccc(-c2ccncc2)cc1 (stereo unspecified)
  -0.7, 2, 2, 2, 0, -5, 3, 7, 0, -2
O=C(CN1CCN(C(=O)CNC(=O)c2ccc3c(c2)OCO3)CC1)Nc1cccc(F)c1
  0.1, -3, 11, 1, 0, 2, 0, -5, 0, 0
CCN(CC)c1ccc(C(=S)NC2CCCCC2)cc1
  -0.5, 4, 13, 6, 1, -1, -2, 7, 0, -3
CN(C(=O)COC(=O)c1ccc(Cl)c(N)c1)c1ccccc1
  -0.2, -2, -2, -26, 2, 0, -32, -6, 1, -3
CC(C)COC(=O)c1ccc(NC(=O)C2C3CCC(C3)C2C(=O)O)cc1 (stereo unspecified)
  -0.1, -1, 0, 0, -2, -1, -1, 14, -2, -2
Oc1ccc(C[C@@H](CN2CCCC2CN2C(=S)NC[C@@H]2Cc2ccccc2)N2C[C@H](Cc3ccccc3)N(CC3CCCCCC3)C2=S)cc1 (stereo partly specified)
  -0.5, 2, -2, -1, -4, 4, 4, 8, -2, 3
CN(C)S(=O)(=O)c1ccc(C(=O)NCc2ccccn2)cc1
  0.5, -2, 1, 1, 1, -4, 3, -4, 1, 7
O=C(Nc1ccc(Cl)cc1)NC1CCCCNC1=O (stereo unspecified)
  -0.1, -20, -3, 0, 7, 5, -1, 9, 1, 1
CCN(Cc1ccccc1)c1ccccc1
  0.1, -9, 3, -1, -1, 1, 2, -4, 1, 4
CCOC(=O)Cn1cc(/C=N/NC(=O)c2ccc(C#N)cc2F)c2ccccc21
  0.7, -2, -11, -13, -4, -5, -12, 7, -1, 0
COc1cc(/C=N/NC(=O)C2CC(=O)N(c3ccc(C)cc3)C2)cc(OC)c1OC (stereo unspecified)
  0.2, -5, 9, -1, -6, -3, -7, 8, 1, -6
Cc1ccc(-c2noc(C3CCCN(C(=O)c4ccccc4Br)C3)n2)o1 (stereo unspecified)
  0.6, 7, -12, -2, -2, -4, -8, -11, -3, 4
O=C(NNC(=O)C1CC(=O)N(Cc2ccccc2)C1)c1ccc(Br)cc1 (stereo unspecified)
  -0.4, -13, -6, 2, 7, 5, -6, -12, -5, 4
Cc1cc(/C=C2/C(=O)NN(c3ccccc3)C2=O)c(C)n1-c1cccc(O)c1
  -0.5, -1, -7, -7, -9, 0, -10, -8, -3, -2
Cc1ccc(CCNC(=O)c2ccc(NC3=NC4CS(=O)(=O)CC4S3)cc2)cc1 (stereo unspecified)
  -0.2, -10, 4, -1, 1, -3, -7, -1, 3, -4
Cc1ccc(CCC(=O)Nc2ccc(Cl)cc2)o1
  0.2, 12, -28, 0, 0, -7, -5, 4, -1, -4
Cn1cccc1/C=N\NC(=O)C1COc2ccccc2O1 (stereo unspecified)
  -0.2, 6, 0, 0, 1, -7, -10, 6, -3, -1
CCc1cccc(NS(=O)(=O)c2c(C)[nH]c(=O)[nH]c2=O)c1
  0.0, 9, 1, -3, 4, 3, -5, -1, -1, 0
O=C1CCCCC1CCc1ccncc1 (stereo unspecified)
  -0.4, -4, -1, 1, -2, 0, 2, 3, -2, 2

Some of the entries so far, tab-delimited.
Molecule	KLK7 zymogen act	ASAP1 inh	sPLA2-III inh	PLCg1 inh	Tn6 DDE FP	Tn7 DDE FP	PLC-beta3 inh	ARFGAP1 inhibitor	UHRF1 binding	Rev-erbA mod
CCN(CC)c1ccc(C(=S)NC2CCCCC2)cc1	-0.5	4	13	6	1	-1	-2	7	0	-3
CN(C(=O)COC(=O)c1ccc(Cl)c(N)c1)c1ccccc1	-0.2	-2	-2	-26	2	0	-32	-6	1	-3

New compounds follow.
The line under a structure holds: KLK7 zymogen act, ASAP1 inh, sPLA2-III inh, PLCg1 inh, Tn6 DDE FP, Tn7 DDE FP, PLC-beta3 inh, ARFGAP1 inhibitor, UHRF1 binding, Rev-erbA mod
CCC(C)(C(=O)NC1CCCCC1)N(C(=O)CNC(C)=O)c1c(C)n(C)n(-c2ccccc2)c1=O (stereo unspecified)
  0.2, 22, 14, 5, -9, 1, 1, 7, 6, 5
COC(=O)c1nn(C)c(=O)[nH]c1=O
  -0.6, 11, 11, 0, -1, 3, 2, 8, 1, 2
O=C(NCCCc1ccccc1)c1ccncc1
  -0.6, 12, 1, -2, 1, -1, 4, 2, 3, 6
Cc1cc(SCC(=O)OC/C(O)=C(\C#N)c2nc3ccccc3[nH]2)c(C)cc1Br
  0.1, 11, -2, -6, 3, 3, -14, 10, -8, 8
O=S(=O)(CCNCCc1ccccc1)NCc1ccccc1
  0.2, 7, -2, 1, 10, 8, 2, -1, -1, 6
Cc1ccc(C(=O)Nc2ccc(N3CCCC3)cc2)cc1
  -1.7, 3, 14, -2, 3, 10, -2, 8, -1, -3
COC(=O)c1c(C(=O)c2ccc(Br)cc2)n(C)c2ccccc12
  -0.6, 10, 6, 0, 7, 5, -8, 10, 0, 18*
CCn1c(SCC(=O)Nc2ccc(C(C)=O)cc2)nc2c([nH]c3ccccc32)c1=O
  -0.2, -6, 3, 3, 3, -6, -4, 1, 1, 0
Cc1sc2ncnc(SCC(=O)NC(=O)NCc3ccco3)c2c1C
  0.0, 6, -7, -1, -6, -1, -8, 3, 5, -9
COc1ccc(-c2cc(C(=O)NNC(=O)c3csc(N4CCOCC4)n3)c3ccccc3n2)cc1OC
  -0.7, 5, 3, -127, 6, 5, -119, 5, 2, 1
CN=C1S/C(=C\c2ccc(N3CCCC3)c(F)c2)C(=O)N1C
  -0.3, 7, -1, -9, 2, 1, -8, 8, 8, 0
Cc1c(OCC(=O)OC(C)(C)C)ccc2c3c(c(=O)oc12)CCC3
  -2.0, 0, 0, -7, -3, -1, -8, -10, 0, -4
CC1(c2ccc3c(c2)OCCCO3)NC(=O)N(CC(=O)Nc2cccc(C#N)c2)C1=O (stereo unspecified)
  1.1, -23, -7, 1, -6, -5, -5, -4, 1, 0
Cc1cc(C)nc(NS(=O)(=O)c2ccc(NC(=O)Nc3ccccc3)cc2)n1
  0.5, -9, -24, -3, -3, 4, -4, 6, 4, 5
COc1ccc(-n2c(COc3ccc4c(c3)OCO4)nnc2SCC(=O)O)cc1
  0.0, 10, -3, 0, 0, 3, 1, 10, -2, 2
COC(=O)C(Cc1ccccc1)NC(=O)CCCC(=O)NCc1cccc(OC)c1 (stereo unspecified)
  0.4, -14, 13, 0, 6, 0, 1, -5, -1, 0
O=C1c2ccccc2C(c2nnnn2-c2ccc3c(c2)OCCO3)N1C1CC1 (stereo unspecified)
  0.2, -5, 6, -1, -1, -3, -2, -6, 0, 0
CSc1cc(C)nc(NC(C)=O)n1
  -0.6, 6, 11, 2, -2, -2, -1, -16, 4, 2
CC1CN(S(=O)(=O)c2ccccc2)C(C)CN1S(=O)(=O)c1ccccc1 (stereo unspecified)
  -0.5, -2, 11, 2, -5, 4, 6, 3, 1, -2
Cc1ccc(S(=O)(=O)/N=c2\sccn2C)cc1
  -0.4, -5, 1, -1, -8, 2, 0, -16, 6, 3
O=C(c1ccc(Br)c(S(=O)(=O)N2CCCCC2)c1)N1CCCCC1
  0.1, -7, 1, 0, 3, 5, -10, 0, -1, -1
O=C(CCCCl)Oc1ccc2cc(-c3ccc4ccccc4n3)c(=O)oc2c1
  11, -8, -52, i, -7, 3, i, 10, 4, -6

Entries listed so far that have an aryl methoxy group:
The line under a structure holds: KLK7 zymogen act, ASAP1 inh, sPLA2-III inh, PLCg1 inh, Tn6 DDE FP, Tn7 DDE FP, PLC-beta3 inh, ARFGAP1 inhibitor, UHRF1 binding, Rev-erbA mod
COc1ccccc1CCNC(=O)C1CCN(c2nc(C)cc(C)n2)CC1
  -0.7, ·, 0, 0, 2, -7, 1, ·, 3, 2
COc1ccc(OC)c(NC(=O)Nc2c(O)ccc3ccccc23)c1
  -4.1, -3, -64, -24, -4, 6, -29, -11, -4, -8
CCC(=O)N1CCc2cc(Br)cc(S(=O)(=O)NCc3ccccc3OC)c21
  -0.2, -16, 2, -2, 9, 0, -7, 5, -2, 1
COc1ccccc1NS(=O)(=O)c1cc2c3c(c1)CC(=O)N3CCC2
  -0.3, -2, -23, -1, 6, 4, -9, -1, 2, 3
COc1cc(/C=N/NC(=O)C2CC(=O)N(c3ccc(C)cc3)C2)cc(OC)c1OC (stereo unspecified)
  0.2, -5, 9, -1, -6, -3, -7, 8, 1, -6
COc1ccc(-c2cc(C(=O)NNC(=O)c3csc(N4CCOCC4)n3)c3ccccc3n2)cc1OC
  -0.7, 5, 3, -127, 6, 5, -119, 5, 2, 1
COc1ccc(-n2c(COc3ccc4c(c3)OCO4)nnc2SCC(=O)O)cc1
  0.0, 10, -3, 0, 0, 3, 1, 10, -2, 2
COC(=O)C(Cc1ccccc1)NC(=O)CCCC(=O)NCc1cccc(OC)c1 (stereo unspecified)
  0.4, -14, 13, 0, 6, 0, 1, -5, -1, 0

Assay outcomes: PubChem BioAssay, several laboratories
